Screening results from PubChem.
D1 PAM: Potentiators of Human D1 Dopamine Receptor: qHTS | D(1A) dopamine receptor (Homo sapiens), P21728 | potentiation, % at 10 µM | actives 0.036% (n = 360,000) | HEK293 TREx D1 cells, calcium flux, dopamine EC20 potentiation | AID 504651, 2011; in the data active = potentiation above about 30%; note: 0% is about no effect
D2 agonist: HTS Assay for Allosteric Agonists of the Human D2 Dopamine Receptor: Primary Screen for Agonists. activation, % at 2 µM. actives 0.53% (n = 340,000). D(2) dopamine receptor (Homo sapiens), P14416. HEK293 T-REx D2 cells, calcium flux agonist mode;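 active = activation over 3 SD above normal in the single-dose calcium agonist read, cut at about 30% in these data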; note: 0% is about no effect
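Tetracycline-induced HEK293 T-REx cells with force-coupled D2 receptor, plated overnight at 30 C, loaded with no-wash calcium dye. After a 10 s baseline, compound was pin-added and calcium flux read kinetically for 180 s; calcium rises flagged agonists.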
D1 ag: Allosteric Agonists of the Human D1 Dopamine Receptor: qHTS | D(1A) dopamine receptor (Homo sapiens), P21728 | HEK293 T-REx D1 cells, calcium flux, agonist mode | activation, % at 2 µM | actives 1% (n = 360,000); note: 0% is about no effect
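Inducible HEK293 T-REx D1 cells, force-coupled to calcium signalling, were plated at 4000 cells/well with tetracycline and held overnight at 30 C. After no-wash calcium dye loading, compound-evoked calcium rise over 180 s flagged agonists.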
TRHR enhancer: qHTS for Small Molecule Agonists and Allosteric Enhancers of Human TRH Receptor: Primary Screen for Enhancers | enhancement, % at 2 µM | Thyrotropin-releasing hormone receptor (Homo sapiens), P34981 | TRHR cells, fluo-8 calcium fluorescence, EC20 TRH enhancement | actives 0.66% (n = 360,000); in the data active = enhancement above about 30%; note: 0% is about no effect
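TRHR-expressing cells loaded with fluo-8 calcium dye were read kinetically (ex 480/em 530) during compound addition, then stimulated with an EC20 of TRH (10 nM final). Enhancement of the Gq-mediated intracellular calcium response was scored.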
D2 antag: HTS Assay for Allosteric Antagonists of the Human D2 Dopamine Receptor: Primary Screen for Antagonists; AID 485344, 2010; inhibition, % at 10 µM; HEK293 TREx D2 cells, calcium flux, dopamine EC80; D(2) dopamine receptor (Homo sapiens), P14416; actives 2% (n = 340,000); in the data active = inhibition above about 30%; note: 0% is about no effect
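Compounds are added to dye-loaded, induced HEK293 T-REx cells coupled to calcium release via D2; after a 3 min kinetic read an EC80 dopamine stimulus is given and fluorescence is recorded for 3 more min.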
D2 potentiator: HTS Assay for Positive Allosteric Modulators of the Human D2 Dopamine Receptor: Primary Screen for Potentiators; D(2) dopamine receptor (Homo sapiens), P14416; AID 485347, 2010; actives 0.34% (n = 340,000); HEK293 T-REx D2, calcium flux, EC20 dopamine potentiation; potentiation, % at 10 µM;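 active = potentiation over 3 SD above the plate norm, cut at about 30% in these data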; note: 0% is about no effect
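Primary screen. Calcium kinetics in induced HEK293 T-REx D2 cells: compound pre-addition 180 s, EC20 dopamine, 180 s more.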
RXFP1 antagonist: qHTS Assay for Antagonists of the Relaxin Receptor RXFP1 | Relaxin receptor 1 (Homo sapiens), Q9HBX9 | HEK293-RXFP1, relaxin-stimulated cAMP HTRF, 30 min; stronger effect = lower value | activity change, negative = inhibition, % at 57.5 µM | actives 0.59% (n = 350,000) | AID 1259400, 2018;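 active = activity change of -60% or lower, but not beyond a set lower limit; inconclusive = change between -60% and -40%, or beyond the set limit; inactive = change above -40%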; note: % is set by controls: 0 for no effect and ±100 for the full control effect
Target sequence (Q9HBX9 whole entry, looked up): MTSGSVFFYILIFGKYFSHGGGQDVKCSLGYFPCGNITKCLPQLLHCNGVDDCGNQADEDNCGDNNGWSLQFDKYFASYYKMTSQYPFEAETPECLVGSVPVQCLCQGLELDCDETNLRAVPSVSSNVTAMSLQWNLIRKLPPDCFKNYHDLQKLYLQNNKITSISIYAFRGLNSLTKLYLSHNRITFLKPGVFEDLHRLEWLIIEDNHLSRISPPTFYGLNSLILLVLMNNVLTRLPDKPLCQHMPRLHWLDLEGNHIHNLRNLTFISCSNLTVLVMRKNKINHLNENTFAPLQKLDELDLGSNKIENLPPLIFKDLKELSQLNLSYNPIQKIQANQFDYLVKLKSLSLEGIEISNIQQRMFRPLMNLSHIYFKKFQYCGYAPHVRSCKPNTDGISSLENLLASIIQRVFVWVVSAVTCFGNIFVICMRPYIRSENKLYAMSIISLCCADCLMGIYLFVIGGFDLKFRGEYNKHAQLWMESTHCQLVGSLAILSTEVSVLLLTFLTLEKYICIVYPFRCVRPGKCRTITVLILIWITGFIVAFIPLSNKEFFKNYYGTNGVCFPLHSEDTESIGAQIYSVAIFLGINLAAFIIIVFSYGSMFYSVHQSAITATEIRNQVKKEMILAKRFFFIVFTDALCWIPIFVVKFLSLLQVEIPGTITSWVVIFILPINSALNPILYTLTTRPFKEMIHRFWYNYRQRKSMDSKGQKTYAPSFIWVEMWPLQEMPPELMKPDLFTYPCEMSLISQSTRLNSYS
TRHR ag: qHTS for Small Molecule Agonists and Allosteric Enhancers of Human TRH Receptor: Primary Screen for Agonists | Thyrotropin-releasing hormone receptor (Homo sapiens), P34981 | TRHR cells, calcium flux fluo-8, FDSS agonist mode | activation, % at 2 µM | actives 0.18% (n = 360,000) | AID 493084, 2011; note: 0% is about no effect
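In this calcium-flux screen, cells bearing human TRHR are dye-loaded with fluo-8, baselined for 10 cycles, then exposed to library compounds; positive kinetic calcium responses during the agonist phase mark hits, with TRH as control.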
D1 antag: Antagonist of Human D 1 Dopamine Receptor: qHTS; HEK293 TREx D1 cells, calcium flux, dopamine EC80; stronger effect = lower value; activity change, negative = inhibition, % at 10 µM; actives 3.2% (n = 360,000); AID 504652, 2011; in the data active = activity change below about -30%; note: % is set by controls: 0 for no effect and ±100 for the full control effect
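Calcium flux readout: force-coupled, inducible Hek293 Trex D1 line, cells induced overnight at 30 C with tetracycline, dye-loaded 30–90 min at RT. Antagonism scored against EC80 dopamine challenge given 180 s after compound.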
The depositor's hits bear a star; ? = inconclusive; . = no result given; & = joins results of further samples. Cut-off read from the data, not from the text of the source, unless noted: active = activation above about 30%; inactive = the rest.

SMILES | D1 PAM | D2 agonist | D1 ag | TRHR enhancer | D2 antag | D2 potentiator | RXFP1 antagonist | TRHR ag | D1 antag
C=C(C)COc1ccc(-c2n[nH]c(C)c2-c2ccc(Br)cc2)c(O)c1 | -3 | 0.5 | 6 | -1 | -1 | 1 | 8 | 0.0 | -7
Cc1cccc(NC(=O)CSCC(=O)N(CCC(C)C)c2c(N)n(Cc3ccccc3)c(=O)[nH]c2=O)c1 | -6 | -0.5 | 2 | -11 | 15 | 6 | -11 | 0.1 | 0
CN(C)c1ccc(C=NCC2(O)CCOC(C)(C)C2)cc1 (configuration not stated) | 0 | -1.3 | -2 | -6 | -9 | 23 | 6 | -1.0 | 7
OCC[C@@H]1C[C@@H](O)[C@H](O)[C@]2(OCCCc3ccccc32)O1 | -4 | 0.5 | 3 | 1 | -10 | -2 | . | 0.5 | -2
CCn1c(C(=O)N2CCC(C(=O)N3CCN(c4cc(C)ccc4C)CC3)CC2)cc2sccc21 | -3 | 0.0 | -1 | 4 | . | -2 | ? | -0.1 | -36*
CN1CCN(CCCNC(=O)C2CCN(c3nnc(-n4cccc4)s3)CC2)CC1 | -8 | -0.2 | 1 | 13 | -8 | 2 | . | 1.0 | 0
Cc1ccc(NC(=O)[C@@H]2CCCN2S(=O)(=O)c2ccccc2C(F)(F)F)cc1S(=O)(=O)N1CCOCC1 | 1 | -0.5 | 2 | -3 | 13 | -2 | 1 | 1.0 | -5
CSCCC(NS(=O)(=O)c1ccccc1F)C(=O)NCc1cccnc1 (configuration not stated) | -6 | 0.6 | 0 | 2 | -24 | 2 | -21 | -0.7 | -3
Oc1ccccc1-c1nnc(COc2ccc(Cl)cc2Cl)o1 | 3 | -0.2 | -1 | 7 | 17 | -15 | 4 | 1.0 | 10
COc1ccccc1/C=N/NC(=O)Cn1cnc([N+](=O)[O-])n1 | 10 | -0.3 | 1 | 0 | 1 | . | -17 | 1.3 | 8
C=CC[C@@H]1C=C[C@H](O/N=C/[C@@H](NS(=O)(=O)c2ccc(C)cc2)[C@H](C)/C=C/CC(=O)OC)[C@@H](CO)O1 | 1 | -1.1 | -3 | 2 | 31* | 3 | . | -0.5 | 6
Cn1nnnc1Sc1ncnc2scc(-c3ccccc3Cl)c12 | -2&6 | -0.3 | 6&7 | 0&8 | 11 | -2 | . | -1.0&-0.1 | 3&-3
C/C(=N\NC(=O)c1n[nH]c2c1CCC2)c1ccco1 | -3 | . | 3 | 0 | . | . | 18 | 0.0 | -2
COc1ccc(S(=O)(=O)N2CCCCCC2)cc1NC(=O)Cc1n[nH]c(=O)c2ccccc12 | -2 | 0.8 | 5 | 5 | 30 | 7 | 6 | 0.0 | 3
CC(C)(C)C(=O)N=C1SC2CS(=O)(=O)CC2N1c1ccc2c(c1)OCO2 (configuration not stated) | -2 | . | 2 | 1 | . | . | 18 | -0.3 | -8
C/C(COc1ccccc1)=N\NC(=O)c1nnn(-c2nonc2N)c1CSc1ccccc1 | -4 | -0.2 | 7 | -2 | -4 | -4 | -1 | 1.9 | -13
COc1cccc(CNC(=O)c2ccc3c(Cl)c4c(nc3c2)CCCC4)c1 | 3 | 1.1 | 4 | -5 | . | -4 | . | 0.4 | -3
O=c1[nH]c(C2CCN(S(=O)(=O)c3ccccc3)CC2)nc2c1nnn2Cc1ccccc1 | -5 | 0.6 | -1 | -4 | 15 | 3 | -6 | -2.4 | -5
CC1(c2ccc3ccccc3c2)NC(=O)N(CC(=O)N2CCN(Cc3ccccc3)CC2)C1=O (configuration not stated) | -9 | -0.2 | 15 | 9 | -16 | 12 | -1 | 0.4 | -25
COc1ccc(-c2oc3ncnc(NCCCN4CCOCC4)c3c2-c2ccc(OC)cc2)cc1 | 5 | -0.7 | 3 | 2 | -31 | -24 | -26 | 0.3 | 4
N#C/C(=C(/O)c1ccco1)c1nc2ccccc2s1 | -4&-5 | 0.1&1.1 | 10&4 | 0&0 | -1&-17 | -6&2 | 3&3 | 0.5&1.3 | 2&9
COCCn1cnc2c1c(=O)n(Cc1ccc(C#N)cc1)c(=O)n2Cc1ccccc1 | -3 | 0.6 | -4 | -6 | 10 | 4 | -4 | -0.3 | 2
Cc1ccccc1Nc1nn2c(=O)c3ccccc3nc2s1 | -4 | -1.3 | 1 | 2 | 10 | 1 | -19 | -0.5 | -10
Cc1cc(C)nc(N/N=C/c2ccccc2OCc2cccc(Br)c2)n1 | 2 | -1.0 | 1 | 4 | 1 | -16 | -10 | -0.4 | -15
C#CCOCCOCCOCCNc1nc(N2CCN(C(=O)Cn3cc(CCCN=C(N)N)nn3)CC2)nc(N2CCN(C(=O)[C@H](C(C)C)n3cc(CCO)nn3)CC2)n1 | 0 | 0.8 | -3 | 0 | -8 | 4 | . | 0.0 | 9
Cn1cccc1/C=C1\SC(=S)N(NC(=O)c2ccccc2Cl)C1=O | -10 | 1.1 | 0 | -2 | 18 | -1 | -8 | -1.0 | -7
Cn1c(Oc2ccc3c(c2)OCO3)nc2c1c(=O)n(Cc1ccccc1)c(=O)n2C | -6 | -1.0 | 1 | 3 | -32 | 18 | 3 | -0.4 | -11
CCn1c(SCc2ccccc2)nc2cc(OC)c(OC)cc2c1=O | 3 | 0.8 | 6 | 2 | -6 | 11 | -6 | -0.3 | 30
C=CCOn1c(=O)c(-c2ccc(F)cc2)[n+]([O-])c2ccccc21 | 11 | -0.4 | 3 | -12 | -16 | -5 | 9 | -1.1 | 14
COC(=O)c1ccccc1NC(=O)CN1CCOCC1 | -1 | 0.6 | 2 | 0 | -21 | 1 | 4 | 0.1 | 1
CCN(c1ccccc1)c1cc(C)nc2ncnn12 | -3 | -0.8 | 2 | 10 | 16 | 6 | -13 | 0.3 | -16
CN(Cc1ccccc1)C(=O)c1ccccc1-c1ccccc1 | -5 | -1.0 | 0 | -6 | -17 | -11 | ? | 0.2 | -2
CC(=O)Nc1ccc(S(=O)(=O)NCCC(=O)OCc2nc(N)nc(Nc3ccccc3C)n2)cc1 | -9 | -0.5 | 4 | -1 | -1 | -12 | -11 | 0.0 | -8
Cc1ccc(Cn2c(SCC(N)=O)nc3c2c(=O)n(C)c(=O)n3C)cc1 | 2 | 0.7 | 2 | 2 | -10 | -7 | -7 | 0.8 | 2
CCOc1ccc(NC2=CC(=O)CCC2)cc1 | 9 | -1.3 | 0 | 6 | -13 | 3 | 3 | -2.0 | -4
Cc1cccc(C(=O)Oc2cccc3c(O)cccc23)c1 | -6 | 0.0 | 1 | -5 | -7 | 17 | -8 | 1.4 | 2
O=C(Nc1ccc2c3c(cccc13)CC2)c1ccco1 | 6 | 0.0 | 0 | 5 | 5 | 3 | -4 | -1.0 | -1
NC(=O)N/N=C/c1ccc(-c2ccc([N+](=O)[O-])cc2)o1 | -7 | -1.2 | 20 | 6 | -5 | 6 | 0 | -0.7 | -4
Cc1cccc(NC(=O)COC(=O)CCc2ccc(S(=O)(=O)N3CCOCC3)cc2)c1C | 3 | -0.8 | 4 | 0 | 8 | 2 | ? | 0.0 | -4
Cc1nc2c(-c3ccc(F)cc3)c(C)nn2c(C)c1CCC(=O)N1CCN(c2ccccn2)CC1 | -3 | -1.9 | 0 | -7 | 1 | -4 | . | -0.6 | -20

6 entries from above, set out differently.
Results follow in this order: D1 PAM | D2 agonist | D1 ag | TRHR enhancer | D2 antag | D2 potentiator | RXFP1 antagonist | TRHR ag | D1 antag
CN(Cc1ccccc1)C(=O)c1ccccc1-c1ccccc1
    -5 | -1.0 | 0 | -6 | -17 | -11 | ? | 0.2 | -2
CC(=O)Nc1ccc(S(=O)(=O)NCCC(=O)OCc2nc(N)nc(Nc3ccccc3C)n2)cc1
    -9 | -0.5 | 4 | -1 | -1 | -12 | -11 | 0.0 | -8
Cc1ccc(Cn2c(SCC(N)=O)nc3c2c(=O)n(C)c(=O)n3C)cc1
    2 | 0.7 | 2 | 2 | -10 | -7 | -7 | 0.8 | 2
CCOc1ccc(NC2=CC(=O)CCC2)cc1
    9 | -1.3 | 0 | 6 | -13 | 3 | 3 | -2.0 | -4
Cc1cccc(C(=O)Oc2cccc3c(O)cccc23)c1
    -6 | 0.0 | 1 | -5 | -7 | 17 | -8 | 1.4 | 2
O=C(Nc1ccc2c3c(cccc13)CC2)c1ccco1
    6 | 0.0 | 0 | 5 | 5 | 3 | -4 | -1.0 | -1

Remaining list, next part.
SMILES | D1 PAM | D2 agonist | D1 ag | TRHR enhancer | D2 antag | D2 potentiator | RXFP1 antagonist | TRHR ag | D1 antag
COc1ccc(C(CC(=O)O)NS(=O)(=O)c2ccc3c(c2)NC(=O)CO3)cc1 (configuration not stated) | -3 | 0.9 | 0 | 4 | 8 | -3 | 7 | 0.8 | 10
Cc1cc(OCC(=O)NN2C(=O)c3ccccc3C2=O)ccc1Cl | 5 | -0.6 | 6 | -1 | 2 | -2 | 11 | -1.1 | -10
Cc1ccccc1NC(=O)c1c(O)c2cccc3c2n(c1=O)CCC3 | -13 | 0.2 | -1 | -22 | 47* | -20 | . | 0.8 | 5
CSc1nnc(C)c(=O)n1COC(=O)COc1ccccc1C | -4 | -0.5 | 2 | 17 | -7 | 5 | -4 | -0.3 | 1
CC(NC(=O)CCN1C(=O)c2ccccc2C1=O)c1ccc2c(c1)CCCC2 (configuration not stated) | -5 | -0.4 | -1 | 0 | -9 | -3 | 0 | -0.7 | 0
Cc1ccc(S(=O)(=O)c2nc(S(=O)(=O)c3ccccc3)sc2N2CCN(CCO)CC2)cc1 | 2 | -0.5 | 1 | -3 | 29 | -22 | 0 | 0.1 | -5
COc1ccc2oc(C(F)(F)C(F)(F)F)cc(=O)c2c1 | 4 | -0.4 | 2 | -3 | 5 | 5 | -4 | -0.4 | -20
CN(CC(=O)O/N=C(\N)c1ccc(Br)cc1)S(=O)(=O)c1ccccc1 | -5 | 0.5 | 28 | 0 | 2 | 16 | -7 | 1.6 | -6
Cc1ccc(OCC(=O)Nc2cccc(S(=O)(=O)N3CCCCCC3)c2)c([N+](=O)[O-])n1 | -2 | 0.6 | 7 | -2 | -6 | 4 | 10 | -0.7 | -9
N#C/C(=N\Nc1ccc(F)cc1)C(=N)N1CCCCCC1 | -4 | 0.7 | 1 | 4 | -7 | . | 1 | 0.0 | -14
COc1ccccc1C1CC(c2ccc(Cl)cc2)Nc2nc(N)nn21 (configuration not stated) | 0 | 0.1 | 0 | 4 | 6 | 7 | -4 | 2.7 | 5
